High-throughput results deposited in PubChem BioAssay by Broad Institute.
XiGFP reactiv – activators of inactive X chromosome reactivation, primary screen, imaging, XiGFP fibroblasts, GFP high-content imaging, set 2; 360,000 tested, 0.055% active; AID 743238, 2013; activation, % at 7.58 µM; XiGFP mouse fibroblasts, % GFP-positive cells imaging, 3 d; cells co-treated with 5-aza-dC sensitizer; scaled so ellipticine positive control = 100%;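 active means mean normalized replicate activation at least 10% and every replicate at or above 10%; inconclusive means only one of the two criteria met; inactive means mean below 10% and not all replicates reach 10%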;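 further: 0% = median of on-plate neutral control wells and 100% = ellipticine 6 µM median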
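System: XiGFP fibroblasts, SV40-immortalized. Medium: DMEM plus 5-aza-dC sensitizer. Doses: single point. Timing: 3 d treatment, 15 min room-temperature fixation. Control set: ellipticine 6 µM.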
CFTR F508del cor – F508del CFTR correction, initial screen, CFBE line, single point. 350,000 tested, 0.36% active. CFBE cells, YFP halide quenching; stimulated with forskolin plus potentiator P3; % fluorescence drop versus neutral controls. activity (quench increase), % at 7.58 µM. AID 720511, 2013;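 active means mean added fluorescence quench of at least 8% versus neutral control, with both replicates also reaching 8%; inconclusive means only one of the mean or replicate conditions met; inactive means mean below 8% and not both replicates reaching 8%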;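 further: cells transiently co-express mutant CFTR-F508del with the halide-sensitive YFP; corrector assay measuring rescue of mutant channel to the surface after 24 h compound exposure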
ARNT TACC3 PPI – disruptors of ARNT/TACC3 protein interaction, primary screen, biochemical, AlphaScreen, single concentration; Transforming acidic coiled-coil-containing protein 3 (Homo sapiens), Q9Y6A5; AlphaScreen His-ARNT PAS-B/GST-TACC3 binding, luminescence; TACC3 fragment carries E629A point mutation; inhibition, % at 9.99 µM; 390,000 tested, 0.66% active;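 active means mean inhibition of replicates at least 50% and at least half of replicates each reaching 50%; inconclusive means half or more replicates reach 50% but mean below 50%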;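 further: 0% = complete ARNT plus TACC3 wells and 100% = ARNT alone without TACC3; many hits fall short of the cut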
PAX8 reporter – inhibitors of PAX8-driven TPO luciferase reporter, primary screen, RMG-I cells, single concentration; AID 652154, 2013; 360,000 tested, 1.2% active; SteadyGlo, 24 h; inhibition, % at 12.6 µM;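 active means mean replicate inhibition at least 60% with every replicate also reaching 60%; inconclusive means only one of the two criteria is met; inactive means mean below 60% and not all replicates reaching 60%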;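 further: luciferase light reporting Pax8 driven TPO promoter activity; plate controls were median of neutral control wells for no effect and mitoxantrone controls for full effect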
EWS-Fli inh – EWS/Fli-driven NR0B1 reporter inhibitors, primary screen, A673 cells, NR0B1 luciferase, luminescence, MLPCN library | viability-normalised | inhibition, % at 12.6 µM | 350,000 tested, 0.67% active;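 active means mean inhibition of at least 50% after viability correction, with every replicate also passing that limit; inconclusive means mean reaches 50% but only one of two replicates passes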;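 further: firefly luciferase signal divided by Alamar Blue viability fluorescence both relative to DMSO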
ERp5 inh – inhibitors of ERp5-driven insulin aggregation, primary screen, biochemical, turbidity, absorbance 650 nm, single point | Protein disulfide-isomerase A6 (Homo sapiens), Q15084 | 350,000 tested, 0.05% active | 90 min | inhibition, % at 9.99 µM | AID 651711, 2012;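 active means mean replicate inhibition above about 25%, with every replicate also reaching it, limit read from the data, passing the limit was not always enough; inconclusive means only one of those two criteria met; inactive means neither criterion met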
Target sequence (Q15084 whole entry, looked up): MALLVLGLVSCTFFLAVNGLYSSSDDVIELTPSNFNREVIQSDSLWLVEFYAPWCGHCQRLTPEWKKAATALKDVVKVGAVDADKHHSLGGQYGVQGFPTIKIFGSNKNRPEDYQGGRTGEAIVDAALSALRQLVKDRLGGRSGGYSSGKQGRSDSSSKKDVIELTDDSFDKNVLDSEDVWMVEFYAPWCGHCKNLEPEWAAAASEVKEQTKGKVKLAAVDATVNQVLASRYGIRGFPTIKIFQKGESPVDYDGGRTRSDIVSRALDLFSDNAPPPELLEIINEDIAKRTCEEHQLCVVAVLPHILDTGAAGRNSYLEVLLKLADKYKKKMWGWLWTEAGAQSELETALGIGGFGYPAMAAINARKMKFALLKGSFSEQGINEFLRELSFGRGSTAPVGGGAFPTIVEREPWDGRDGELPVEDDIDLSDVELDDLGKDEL
DENV2 CPE rescue – inhibitors of DENV2 cytopathic effect, primary screen, cell-based, plate reader, single concentration. DENV2-infected cells, cytopathic effect rescue. CPE inhibition, % at 9.99 µM. 350,000 tested, 1.7% active. AID 651640, 2012; in the data active means CPE inhibition above about 20%, passing the limit was not always enough; inconclusive means no clear call, values can overlap the other calls; tested in BHK-21 cells;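 further: 0% = median of neutral control wells and 100% = median of positive control wells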
GSIS activator – GLuc luminescence reporter in INS-1E cells, primary screen for activators of glucose-dependent secretion of insulin. INS-1E GLuc reporter insulin secretion, 2-3 h. activation, % at 16.6 µM. 370,000 tested, 0.61% active;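 active means lowest replicate activation of at least 40%, so every replicate reaches that level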;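 further: 0% = median of neutral control wells and 100% = median of IBMX positive control wells; some compounds called inactive have numbers as strong as hits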
Numbers without * were called inactive.

`COc1ccc(Cl)cc1NC(=O)C(=O)N/N=C/c1cc(C)n(-c2ccc(C)cc2)c1C` gave CFTR F508del cor 0.8, ARNT TACC3 PPI 1.4, EWS-Fli inh 4.3, ERp5 inh 5.1, DENV2 CPE rescue 1.2 and GSIS activator 6.7.
For O=C(NN=Cc1ccccc1O)C(O)(c1ccccc1)c1ccccc1 the results were XiGFP reactiv 1.9, CFTR F508del cor 1.0, ARNT TACC3 PPI 1.2, PAX8 reporter -7.7, EWS-Fli inh -7.1, ERp5 inh -5.2, DENV2 CPE rescue 8.9 and GSIS activator 7.7.
For CO[C@@H]1CN(C)C(=O)c2ccc(NS(=O)(=O)c3ccccc3C)cc2OC[C@H](C)N(C)C[C@@H]1C the results were XiGFP reactiv 4.5, CFTR F508del cor -1.2, ARNT TACC3 PPI -12.0, PAX8 reporter 12.9, EWS-Fli inh 10.3, ERp5 inh -3.5, DENV2 CPE rescue -0.7 and GSIS activator 15.6.
Screening Cc1ccc2[nH]c(C(=O)N/N=C/c3ccccc3C(=O)O)c(-c3ccccc3)c2c1 returned XiGFP reactiv 0.0, CFTR F508del cor -0.6, ARNT TACC3 PPI -1.2, PAX8 reporter 21.7, EWS-Fli inh -2.8, ERp5 inh 8.8, DENV2 CPE rescue inconclusive and GSIS activator -7.8.
CN1CCN(c2ccc(CNC(=O)c3ccc4c(c3)OCCO4)cc2)CC1 was read as XiGFP reactiv -0.1, CFTR F508del cor 1.7, ARNT TACC3 PPI -8.7, PAX8 reporter -20.9, EWS-Fli inh -22.7, ERp5 inh -3.6, DENV2 CPE rescue 2.9 and GSIS activator -10.4.
Screening COc1cc2nn(-c3ccccc3N)nc2cc1OC returned XiGFP reactiv 0.1, CFTR F508del cor 3.5, PAX8 reporter -189.7, EWS-Fli inh -97.0, ERp5 inh 0.2 and DENV2 CPE rescue -0.1.
Screening C[C@H]1CN([C@@H](C)CO)C(=O)c2c(c3ccccc3n2C)-c2ccccc2CO[C@H]1CN(C)S(=O)(=O)c1cccs1 returned XiGFP reactiv 0.2, CFTR F508del cor 3.2, ARNT TACC3 PPI 5.8, PAX8 reporter 1.4, EWS-Fli inh 2.5, ERp5 inh 12.5, DENV2 CPE rescue 2.0 and GSIS activator -13.0.
Screening COc1cc(/C=N/NC(=O)c2cccc(C)c2)ccc1OCC(=O)Nc1ccccc1 returned XiGFP reactiv 0.3, CFTR F508del cor -1.3, PAX8 reporter -10.5, EWS-Fli inh -60.8, ERp5 inh 1.7, DENV2 CPE rescue -3.5 and GSIS activator 14.1.
C[C@H]1CN([C@@H](C)CO)C(=O)c2cc(-c3cccnc3)cnc2O[C@H]1CN(C)C(=O)Cc1cccnc1 was read as XiGFP reactiv 0.1, CFTR F508del cor -2.6, ARNT TACC3 PPI -12.4, EWS-Fli inh -3.8, ERp5 inh -8.3, DENV2 CPE rescue 7.8 and GSIS activator 3.3.
Cc1cc(N2CCCC2)nc2c(C)cccc12 was read as XiGFP reactiv 0.0, CFTR F508del cor -3.9, ARNT TACC3 PPI 22.8, PAX8 reporter -7.1, EWS-Fli inh -4.8, ERp5 inh -20.0, DENV2 CPE rescue 5.3 and GSIS activator 13.0.
Screening CC12CCC(C(=O)NCCc3ccccc3)(OC1=O)C2(C)C (configuration not stated) returned XiGFP reactiv 0.0, CFTR F508del cor 1.9, ARNT TACC3 PPI -6.5, PAX8 reporter 27.1, EWS-Fli inh -3.6, ERp5 inh 0.4, DENV2 CPE rescue -1.3 and GSIS activator -0.3.
Screening CN1C(=O)/C(=C/c2ccc(OCc3ccc(F)cc3)cc2)NC1=S returned XiGFP reactiv 0.1, CFTR F508del cor 5.0, ARNT TACC3 PPI 19.9, PAX8 reporter 19.0, EWS-Fli inh 5.0, ERp5 inh 4.5, DENV2 CPE rescue -3.0 and GSIS activator -2.8.
CC(C)NC(=O)Nc1ccc2c(c1)C(=O)N([C@@H](C)CO)C[C@H](C)[C@@H](CN(C)Cc1ccc(C(=O)O)cc1)O2 was read as XiGFP reactiv 0.3, CFTR F508del cor 2.7, PAX8 reporter -23.6, EWS-Fli inh -11.8, ERp5 inh 2.6, DENV2 CPE rescue -3.5 and GSIS activator 21.9.
Screening C=CCn1c(C)csc1=Nc1ccc(C(C)=O)cc1 returned XiGFP reactiv 0.1, CFTR F508del cor -2.2, ARNT TACC3 PPI 1.5, PAX8 reporter -87.0, EWS-Fli inh -65.5, ERp5 inh -10.7 and GSIS activator 5.7.
Cc1nn(C)cc1C1C(C#N)=C(N)N(c2cccnc2)C2=C1C(=O)CCC2 (configuration not stated) was read as XiGFP reactiv 0.1, CFTR F508del cor -0.8, ARNT TACC3 PPI 31.9, PAX8 reporter 8.6, EWS-Fli inh 0.7, ERp5 inh 1.3, DENV2 CPE rescue 10.5 and GSIS activator -1.3.
COc1ccc(S(=O)(=O)Nc2ccc3c(c2)C(=O)N(C)C[C@H](OC)[C@@H](C)CN[C@@H](C)CO3)cc1 was read as XiGFP reactiv -0.1, CFTR F508del cor 0.3, ARNT TACC3 PPI -6.1, PAX8 reporter -8.6, EWS-Fli inh -0.4, ERp5 inh -5.2, DENV2 CPE rescue 7.1 and GSIS activator -4.4.
`COCC(=O)N1[C@@H](CO)[C@H](c2ccc(-c3ccccc3)cc2)C12CN(C(C)=O)C2` gave XiGFP reactiv 0.2, CFTR F508del cor -4.7, PAX8 reporter -5.6, EWS-Fli inh 1.0, ERp5 inh -6.6, DENV2 CPE rescue -6.5 and GSIS activator 0.7.
For COc1ccc(NC(=O)CSc2nc3[nH]c(=O)cc(O)c3s2)cc1OC the results were XiGFP reactiv 0.0, CFTR F508del cor -1.0, ARNT TACC3 PPI -3.6, PAX8 reporter -4.2, EWS-Fli inh 6.7, DENV2 CPE rescue -3.7 and GSIS activator 5.6.
Screening COC[C@@H]1NS(=O)(=O)c2ccc(Br)cc2O[C@H]1c1ccccc1 returned XiGFP reactiv 0.2, CFTR F508del cor -5.4, ARNT TACC3 PPI -2.9, PAX8 reporter 3.1, EWS-Fli inh -0.8, ERp5 inh -8.7, DENV2 CPE rescue 3.7 and GSIS activator 5.8.
For CC(=O)N1[C@@H]2Cn3c(ccc(/C=C/c4ccccc4)c3=O)[C@H]1[C@@H](C(=O)NCC1CC1)[C@@H]2CO the results were XiGFP reactiv 0.5, CFTR F508del cor 1.2, ARNT TACC3 PPI 10.1, PAX8 reporter 2.4, EWS-Fli inh 9.3, ERp5 inh -0.4, DENV2 CPE rescue 8.3 and GSIS activator 11.0.
For COCCNC(=O)c1cc2cc(Br)cc(Br)c2oc1=O the results were XiGFP reactiv 0.0, CFTR F508del cor 0.5, ARNT TACC3 PPI -0.2, PAX8 reporter 22.3, EWS-Fli inh -9.0, ERp5 inh 1.7, DENV2 CPE rescue -4.3 and GSIS activator 0.4.
O=C(NC1CCCC1)C(=O)N(Cc1cccnc1)C(C(=O)NCc1ccco1)c1ccccc1F (configuration not stated) was read as XiGFP reactiv 0.3, CFTR F508del cor 1.6, ARNT TACC3 PPI -2.3, PAX8 reporter 15.2, EWS-Fli inh 16.7, ERp5 inh -5.7, DENV2 CPE rescue 5.8 and GSIS activator 11.0.
`CCOC(=O)C1(C)CCN1C(=O)c1cccc2ccccc12` (configuration not stated) gave XiGFP reactiv 0.3, CFTR F508del cor -2.1, PAX8 reporter 8.6, EWS-Fli inh -4.1, ERp5 inh 0.2, DENV2 CPE rescue -1.4 and GSIS activator 11.1.
Screening C[C@@H]1CN([C@H](C)CO)C(=O)c2cc(C#Cc3ccccc3F)cnc2O[C@@H]1CN(C)C(=O)C1CCCCC1 returned XiGFP reactiv -0.5, CFTR F508del cor -1.0, ARNT TACC3 PPI 11.6, PAX8 reporter 1.7, EWS-Fli inh -4.0, ERp5 inh -3.1, DENV2 CPE rescue 4.5 and GSIS activator -8.8.
Screening CCOC(=O)c1c(C)[nH]c(C)c1C(=O)COC(=O)/C=C/c1ccc(OC(F)F)cc1 returned XiGFP reactiv -0.1, PAX8 reporter 2.4, EWS-Fli inh -14.4, ERp5 inh -3.4, DENV2 CPE rescue -1.9 and GSIS activator -3.7.
CS(=O)(=O)Nc1ccc(C2=NN(S(C)(=O)=O)C(c3ccc4c(c3)OCO4)C2)cc1 (configuration not stated) was read as XiGFP reactiv 0.4, ARNT TACC3 PPI 1.4, PAX8 reporter -37.4 and GSIS activator 42.1.
Screening O=C(CN1C(=O)C2C3CCC(C3)C2C1=O)NCc1ccco1 (configuration not stated) returned XiGFP reactiv 0.0, CFTR F508del cor 1.4, ARNT TACC3 PPI -22.3, PAX8 reporter -8.7, EWS-Fli inh -24.1, ERp5 inh -1.1, DENV2 CPE rescue 2.9 and GSIS activator 1.4.
Cc1ccc(F)cc1C(=O)N1CCOCC1c1cc(C(=O)Nc2ccccc2)no1 (configuration not stated) was read as XiGFP reactiv 0.0, CFTR F508del cor 0.7, PAX8 reporter -3.9, EWS-Fli inh -3.9, ERp5 inh 0.1, DENV2 CPE rescue 3.9 and GSIS activator -9.8.
`C[C@@H]1CN([C@@H](C)CO)C(=O)c2cccc(NS(=O)(=O)c3cn(C)cn3)c2O[C@H]1CN(C)C(=O)Nc1ccc(F)cc1` gave XiGFP reactiv -1.0, CFTR F508del cor 2.5, ARNT TACC3 PPI -43.6, PAX8 reporter -27.1, EWS-Fli inh 35.7, ERp5 inh -12.7, DENV2 CPE rescue 3.8 and GSIS activator 6.8.
CC(C)CC#Cc1ccc2c(c1)O[C@@H](CN(C)Cc1cccc(F)c1)[C@@H](C)CN([C@@H](C)CO)S2(=O)=O was read as XiGFP reactiv -1.4, CFTR F508del cor 0.1, ARNT TACC3 PPI 5.6, EWS-Fli inh 14.2, ERp5 inh -1.7, DENV2 CPE rescue -5.7 and GSIS activator -11.2.
`Cc1noc(C)c1NC(=O)Nc1ccc2c(c1)CC(=O)N([C@@H](C)CO)C[C@H](C)[C@H](CN(C)CC1CCCCC1)O2` gave XiGFP reactiv 0.1, CFTR F508del cor -0.5, ARNT TACC3 PPI 4.5, EWS-Fli inh 6.4, ERp5 inh 3.7, DENV2 CPE rescue -0.8 and GSIS activator 7.7.
For Cc1cc(C(=O)NNC(=S)NC(C)c2ccccc2)cs1 (configuration not stated) the results were XiGFP reactiv 0.0, ARNT TACC3 PPI 0.1, PAX8 reporter -17.2 and GSIS activator -2.4.
Screening CC(C)NC(=O)Nc1cccc2c1O[C@H](CN(C)CC1CC1)[C@@H](C)CN([C@@H](C)CO)C2=O returned XiGFP reactiv -1.4, CFTR F508del cor 0.4, ARNT TACC3 PPI -2.0, PAX8 reporter 2.0, EWS-Fli inh 2.2, ERp5 inh 3.4, DENV2 CPE rescue 19.1 and GSIS activator 5.8.
O=C(NCc1cccs1)c1ccc2sc([C@@H]3O[C@H](CO)[C@H](O)[C@H](O)[C@H]3O)nc2c1 was read as XiGFP reactiv 0.0, CFTR F508del cor -0.5, PAX8 reporter 7.0, EWS-Fli inh 5.1, ERp5 inh 3.6, DENV2 CPE rescue 3.6 and GSIS activator 11.4.
